# Bioassay records (PubChem)
# BoNT-A LC inh2: BoNT/A light chain protease inhibitors, primary screen, biochemical, flow cytometry, MLPCN library | Botulinum neurotoxin type A light chain protease (Clostridium botulinum A str. ATCC 3502) | multiplex microsphere protease substrate cleavage | inhibition, % at 10 µM | 360,000 compounds, 0.17% hits | AID 588499, 2011; further: plate controls were buffer without enzyme for full effect and enzyme alone for no effect
# Y pestis TopoI: Yersinia pestis topoisomerase I inhibitors, primary screen, biochemical, cleavage product accumulation, plate reader, single point | DNA topoisomerase I (Yersinia pestis CO92) | Y. pestis Topo-I cleavage product accumulation | activity, % at 10 µM | 360,000 compounds, 0.064% hits | AID 504884, 2011; in the data active means activity above about 50%, passing the limit was not always enough; inconclusive means no clear call, values can overlap the other calls; further: inactives centre near 2
# PfHsp40 yeast: rescue of yeast from PfHsp40 toxicity, primary screen, S. cerevisiae, ATP luminescence. S. cerevisiae expressing PfHsp40, growth rescue. AID 504582, 2011. 340,000 compounds, 0.68% hits. growth rescue, % at 12.5 µM; in the data active means growth rescue above about 28%, passing the limit was not always enough; inconclusive means no clear call, values can overlap the other calls;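 further: yeast W303a lacking pdr1 and pdr3 grown in galactose medium; growth measured after three days at 30 °C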
# PrPC TRFRET: inhibitors of human cell surface prion protein PrPC, primary screen, cell-based, TR-FRET | TR-FRET read-out | inhibition, % at 13.8 µM | Major prion protein (Homo sapiens), P04156 | 370,000 compounds, 0.43% hits | AID 720596, 2013; in the data active means inhibition above about 24%; further: 0% = median of the test wells and 100% = reference compound wells
# FadD28 binding: inhibitors of FadD28 bisubstrate probe binding, primary screen, biochemical, fluorescence polarization, single point; inhibition, % at 12.5 µM; Mycobacterium tuberculosis FadD28 fatty-acid-AMP ligase; 360,000 compounds, 0.22% hits; AID 588549, 2011; in the data active means inhibition above about 8.5%, passing the limit was not always enough; inconclusive means no clear call, values can overlap the other calls
# CCHFV vOTU inh: CCHFV vOTU protease inhibitors, primary screen, biochemical, Pep-AMC substrate, fluorescence | AID 651958, 2012 | 370,000 compounds, 0.55% hits | inhibition, % at 11.5 µM | Crimean-Congo hemorrhagic fever virus L polyprotein viral ovarian tumor (vOTU) protease …; in the data active means inhibition above about 30%; further: 0% = vehicle wells with enzyme and 100% = no enzyme wells
# BoNT-F LC inh: BoNT/F light chain protease inhibitors, primary screen, biochemical, flow cytometry, MLPCN library; AID 588497, 2011; Multiplex microsphere protease cleavage assay; inhibition, % at 10 µM; Botulinum neurotoxin type F light chain protease (Clostridium botulinum); 360,000 compounds, 0.22% hits; in the data active means inhibition above about 35%, passing the limit was not always enough; inconclusive means no clear call, values can overlap the other calls; further: plate controls were buffer without enzyme for full effect and enzyme alone for no effect
# TcdB inh: TcdB glycohydrolase inhibitors, primary screen, biochemical, single point, plate reader. Toxin B (Clostridioides difficile), P18177. TcdB glycohydrolase enzymatic assay. inhibition, % at 9.99 µM. 350,000 compounds, 0.24% hits. AID 652162, 2013; in the data active means inhibition above about 10%
# Anthrax LF inh2: Bacillus anthracis LF protease inhibitors, primary screen, biochemical, multiplex microsphere, MLPCN library; multiplex microsphere protease cleavage assay; inhibition, % at 10 µM; 360,000 compounds, 0.12% hits; Lethal factor (Bacillus anthracis), P15917; further: plate controls were buffer without enzyme for full effect and enzyme alone for no effect
# Target sequence (P15917 whole entry, looked up): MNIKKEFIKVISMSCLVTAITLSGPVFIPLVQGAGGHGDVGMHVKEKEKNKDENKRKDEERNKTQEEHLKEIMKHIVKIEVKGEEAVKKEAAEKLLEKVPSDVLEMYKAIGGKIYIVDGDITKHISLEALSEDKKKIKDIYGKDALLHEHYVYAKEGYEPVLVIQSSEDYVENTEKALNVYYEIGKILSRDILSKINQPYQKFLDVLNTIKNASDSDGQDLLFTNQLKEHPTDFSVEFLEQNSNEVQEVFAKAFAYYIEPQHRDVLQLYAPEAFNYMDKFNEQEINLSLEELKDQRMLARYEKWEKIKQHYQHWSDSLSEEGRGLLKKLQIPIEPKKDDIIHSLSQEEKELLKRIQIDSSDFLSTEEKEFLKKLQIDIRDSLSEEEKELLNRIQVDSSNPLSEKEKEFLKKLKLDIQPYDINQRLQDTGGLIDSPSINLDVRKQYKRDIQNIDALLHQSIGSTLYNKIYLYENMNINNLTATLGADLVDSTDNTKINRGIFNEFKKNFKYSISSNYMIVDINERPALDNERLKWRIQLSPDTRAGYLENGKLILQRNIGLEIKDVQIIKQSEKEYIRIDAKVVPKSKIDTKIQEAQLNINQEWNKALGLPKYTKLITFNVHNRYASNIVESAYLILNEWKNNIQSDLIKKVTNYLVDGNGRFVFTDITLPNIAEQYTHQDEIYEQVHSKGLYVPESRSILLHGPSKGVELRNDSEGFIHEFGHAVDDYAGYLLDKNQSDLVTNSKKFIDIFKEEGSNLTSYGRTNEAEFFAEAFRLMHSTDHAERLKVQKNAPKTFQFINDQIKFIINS
# An asterisk follows results filed as active; u = inconclusive; x = no result given. Unless noted, no stated cut-off is given here; in the data, active means inhibition above about 30%; inconclusive means no clear call, values can overlap the other calls; inactive means below that.
SMILES,BoNT-A LC inh2,Y pestis TopoI,PfHsp40 yeast,PrPC TRFRET,FadD28 binding,CCHFV vOTU inh,BoNT-F LC inh,TcdB inh,Anthrax LF inh2
COc1ccc2[nH]c(C(=O)Nc3ccc4c(c3)OCO4)cc2c1,-0.2,0,x,18,-0.5,-6,-10,2.3,-8
O=C(c1ccco1)N1CCN(C(=O)C2CC(=O)N(c3ccc(Cl)cc3)C2)CC1 (stereo not drawn),3.9,9,-1.3,-9,-1.4,-8,12,-0.5,-1
CNc1cc(-c2cccc(OC)c2F)nc2ccnn12,-0.6,6,x,4,-2.5,-83,-2,1.9,-6
COc1cccc(N2CCN(C(=O)c3ccc(=O)oc3)CC2C)c1 (stereo not drawn),-0.4,3,0.5,0,-1.9,17,-10,x,-6
O=C(NCc1ccncc1)c1cccc(S(=O)(=O)Nc2ccc(SC(F)F)cc2)c1,0.3,8,0.4,1,-7.5,-8,-7,-1.0,-3
Cc1ccc(S(=O)(=O)NCc2ccccc2)cc1C(=O)N1CCCC(C(F)(F)F)C1 (stereo not drawn),0.3,17,-0.8,-3,-4.8,-2,3,0.6,-2
COc1ccccc1CNC(=O)COC(=O)Cn1cnc2c1c(=O)n(C)c(=O)n2C,0.5,2,x,8,-1.3,21,1,-2.3,-2
O=C(NNS(=O)(=O)c1ccc([N+](=O)[O-])cc1)c1ccc2ccccc2c1O,2.6,-6,-0.6,-11,1.3,0,0,0.6,0
Cc1nonc1NC(=O)c1ccccc1Br,-0.2,1,-0.8,-6,-3.2,-4,-6,x,1
O=C1Nc2ccc(Br)cc2C1(O)c1ccccc1 (stereo not drawn),-5.3,-2,-1.1,3,0.1,1,-6,-0.5,7
CC(=O)C1C(c2ccc([N+](=O)[O-])cc2)C2C(C)=NN=C2CC1(C)O (stereo not drawn),-8.5,-6,-0.4,-6,-0.6,7,u,1.3,-32
C#CCOCCOCCOCCNc1nc(N2CCN(C(=O)CCCCCCCCCCNC(=O)Cn3cc(CCCCCN)nn3)CC2)nc(N2CCN(C(=O)CCCCCCCCCCNC(=O)[C@@H](CCSC)n3cc(CCO)nn3)CC2)n1,-0.9,-23,u,x,-3.6,x,-30,0.2,-14
CC1(C)NC(=O)N(CC(O)COc2ccc(-c3ccc(C#N)cc3)cc2)C1=O (stereo not drawn),u,-2,0.6,30*,0.0,-9,6,0.3,-9
COc1ccc(C(=O)NCC2OCCc3ccccc32)cc1OC (stereo not drawn),0.2,12,-1.7,4,-0.9,4,1,1.5,-8
CCOC(=O)c1sc2nc(C)nc(SCC(=O)N(CC)C3CCS(=O)(=O)C3)c2c1C (stereo not drawn),-0.3,-1,1.9,6,0.6,-7,-2,0.8,-1
COc1ccc(CNC(=O)CN2C(=O)C3C4C=CC(C4)C3C2=O)cc1 (stereo not drawn),-0.3,-8,-0.2,7,-4.9,-18,-3,1.4,-2
O=C(Nc1nc(=S)ss1)c1c(F)cccc1F,-0.5,-2,0.7,1,-2.6,6,2,x,-2
O=C(NCc1ccccn1)C(=O)Nc1nc(C23CC4CC(CC(C4)C2)C3)cs1,-0.4,0,0.9,0,-2.1,2,-9,1.7,8
COc1cccc(-n2c(SC3CCOC3=O)nc3ccccc3c2=O)c1 (stereo not drawn),-1.5,2,0.4,-5,-0.5,-5,-13,x,-2
CCN(c1cccc(C)c1)S(=O)(=O)c1cc(CN2C(=O)c3cccnc3C2=O)ccc1OC,-0.2,20,-0.6,8,-3.1,0,2,0.4,-2
O=C(CN1C(=O)c2ccccc2S1(=O)=O)Nc1ccc(S(=O)(=O)N2CCCC2)cc1,0.3,-2,-1.1,-5,2.2,-8,7,x,-1
CCN1/C(=C\C(C)=O)Sc2ccc(OC)cc21,0.2,-8,1.2,x,-1.0,x,5,x,1
COC(=O)[C@]1(Cc2ccccc2)N[C@H](CN(C)C(=O)Nc2ccc(OC)cc2)[C@@H]2C(=O)N(C)C(=O)[C@@H]21,-0.5,-2,1.8,2,1.0,-3,-10,0.7,-4
C=CCNC(=O)c1c(N)n(CCN2CCOCC2)c2nc3ccccc3nc12,2.0,20,0.3,-7,0.6,-66,2,x,2
COC(=O)[C@H](Cc1ccccc1)NC(=O)C1CCN(C(=O)[C@H](C)NS(=O)(=O)c2ccc(C)cc2)CC1,0.8,14,-1.6,-6,-3.9,5,5,0.2,-2
CS(=O)(=O)Nc1ccccc1C(=O)NCCSc1ccc(Cl)cc1,-5.0,5,-0.5,-4,-5.5,-14,u,0.1,1
O=C(NCc1ccccn1)c1ccc(COc2ccc(Cl)cc2)o1,-1.5,-1,-0.5,1,-3.2,27,-13,x,-2
Cc1cccc(NS(=O)(=O)c2cccc3nonc23)c1,-0.4,3,1.1,x,-0.2,x,2,x,-2
Cc1cc(OCc2cc(C(=O)NC3CCC3)no2)cc(C)c1Cl,1.1,41,2.7,x,1.5,x,1,x,-1
COCCNC(=O)/C(C#N)=C/c1cn(CC(=O)NCc2ccco2)c2ccccc12,1.7,3,7.4,-14,-2.8,2,8,0.5,-6

# Shown with values under each structure: entries from further up
# Each structure is followed by: BoNT-A LC inh2	Y pestis TopoI	PfHsp40 yeast	PrPC TRFRET	FadD28 binding	CCHFV vOTU inh	BoNT-F LC inh	TcdB inh	Anthrax LF inh2
COc1ccc2[nH]c(C(=O)Nc3ccc4c(c3)OCO4)cc2c1
  -0.2	0	x	18	-0.5	-6	-10	2.3	-8
Cc1cc(OCc2cc(C(=O)NC3CCC3)no2)cc(C)c1Cl
  1.1	41	2.7	x	1.5	x	1	x	-1

# More compounds:
SMILES,BoNT-A LC inh2,Y pestis TopoI,PfHsp40 yeast,PrPC TRFRET,FadD28 binding,CCHFV vOTU inh,BoNT-F LC inh,TcdB inh,Anthrax LF inh2
COc1ccc(NC(=O)C(=O)NCCN2CCN(C(=O)c3cccs3)CC2)cc1,0.9,9,58*,-6,0.5,4,20,x,-2
S=C(N=Nc1ccccc1)NNc1ccccc1,-0.4,-17,13,0,1.4,-3,-15,-1.0,-5
CC(OC(=O)/C=C/c1cccc(F)c1)C(=O)NC1CCCCC1C (stereo not drawn),0.1,0,-1.3,8,-2.8,-2,2,2.2,2
COc1ccc(CCNC(=O)CCNC(=O)c2ccccc2Cl)cc1,-3.3,-1,0.8,0,-1.5,4,-45,2.7,6
CCCC(=O)N1CCCC1(C)C(=O)Nc1ccc(-n2cccc2)cc1 (stereo not drawn),-1.4,1,x,-2,-1.9,13,-23,0.5,-5
COCCNC(=O)[C@H](CSCc1ccccc1)N1Cc2ccccc2C1=O,0.2,7,1.5,6,-0.7,-10,2,0.9,0
COc1cc(NC(=O)Nc2nc(C(N)CCc3ccccc3)cs2)cc(OC)c1OC (stereo not drawn),-0.8,-17,x,3,-3.8,-2,-29,1.2,-16
O=C(OCCCC(=O)N1CCOCC1)c1ccccc1,-0.6,-1,13,-1,-3.2,-7,9,x,-3
CCCS(=O)(=O)NC(=O)C1(C)CCN(C(=O)c2ccc3ccccc3c2)C1 (stereo not drawn),-0.2,6,x,x,0.1,x,-6,x,-4
CCOC(=O)C1(CCc2ccccc2)CCN(Cc2cnc(N(C)C)s2)CC1,-0.2,7,-0.5,-6,-0.3,7,-2,0.3,-2

# A second format for some results above.
Compound | BoNT-A LC inh2 | Y pestis TopoI | PfHsp40 yeast | PrPC TRFRET | FadD28 binding | CCHFV vOTU inh | BoNT-F LC inh | TcdB inh | Anthrax LF inh2
CCCC(=O)N1CCCC1(C)C(=O)Nc1ccc(-n2cccc2)cc1 (stereo not drawn) | -1.4 | 1 | x | -2 | -1.9 | 13 | -23 | 0.5 | -5
COCCNC(=O)[C@H](CSCc1ccccc1)N1Cc2ccccc2C1=O | 0.2 | 7 | 1.5 | 6 | -0.7 | -10 | 2 | 0.9 | 0
COc1cc(NC(=O)Nc2nc(C(N)CCc3ccccc3)cs2)cc(OC)c1OC (stereo not drawn) | -0.8 | -17 | x | 3 | -3.8 | -2 | -29 | 1.2 | -16
O=C(OCCCC(=O)N1CCOCC1)c1ccccc1 | -0.6 | -1 | 13 | -1 | -3.2 | -7 | 9 | x | -3

# Following part
SMILES,BoNT-A LC inh2,Y pestis TopoI,PfHsp40 yeast,PrPC TRFRET,FadD28 binding,CCHFV vOTU inh,BoNT-F LC inh,TcdB inh,Anthrax LF inh2
COc1ccc(C(CNC(=O)c2cccc(S(=O)(=O)N3CCOCC3)c2)N2CCOCC2)cc1 (stereo not drawn),0.2,-3,0.3,5,-1.8,-5,-3,1.0,-1
COc1cc2c(c(OC)c1OC)-c1c(cc3c(c1OC)OCO3)C1OC2[C@@H](C)[C@H]1C (stereo partly drawn),-1.5,10,-0.2,9,-1.8,0,-12,3.1,-17
COc1cccc(N/C(C)=C/C(=O)c2ccc(Br)cc2)c1,0.3,13,0.6,0,-0.6,13,-1,x,-6
COc1ccc(/C=C(/NC(=O)c2ccc(OC)cc2)C(=O)NCCc2c[nH]c3ccccc23)cc1,-0.7,4,0.6,-7,0.0,4,-10,-0.2,-1
COc1cccc(C(=O)NC(=S)Nc2ccc([N+](=O)[O-])cc2C)c1,0.4,-2,-0.3,1,-3.7,6,-2,x,1
O=C(Cn1cnc2c(OCc3ccccc3)ncnc21)N[C@H](CO)Cc1cc2ccccc2[nH]1,0.0,-2,-1.1,-1,-3.5,0,-2,0.4,-5
CN(Cc1ccccc1)c1cc(Cl)nc(N)n1,-0.4,-3,-1.2,4,-3.4,-12,0,4.0,-4
Cc1ccccc1NS(=O)(=O)c1ccc(C(=O)N2CCCC(C(F)(F)F)C2)cc1 (stereo not drawn),6.2,-1,-0.1,5,-1.4,17,4,1.7,5
O=C(Nc1cccc(NC(=O)C2C3CC4OC(=O)C2C4C3)c1)c1ccccc1 (stereo not drawn),-0.7,8,0.2,-5,0.5,5,-3,-0.2,-1
Cc1c(C(=O)NCc2cccc(Cl)c2)sc(=O)n1Cc1ccc(C(=O)N(C)C)cc1,0.4,6,x,-2,-0.8,7,8,1.2,3
Cc1nc(NC(=O)CSc2nc3cccnc3n2C2CCCCC2)sc1C,1.7,-1,0.0,-1,-2.6,3,u,x,6
CC1CCN(C(=O)CN2C(=O)c3cccc4cccc(c34)C2=O)CC1,-0.3,-2,-1.2,-21,-1.8,5,-2,1.4,-2
COc1ccc(Cl)c2c1[nH]c1nc(SCc3ccccn3)nnc12,0.2,3,3.1,-11,-18,14,-5,0.7,-4
CNC(=O)COc1ccc(Cl)c2cccnc12,-0.6,-8,-0.2,3,-1.9,-9,-1,1.1,-3
Cc1nn(Cc2ccccc2Cl)c(C)c1NC(=O)CCCn1nc(C)c([N+](=O)[O-])c1C,-0.6,5,0.2,0,-2.2,2,-1,x,-1
CCOC(=O)Cn1cc(C#N)c(=O)[nH]c1=O,-6.2,-6,-0.1,4,-2.6,-6,u,1.2,-1
CCN(CC)S(=O)(=O)c1cc([N+](=O)[O-])ccc1N=Nc1c(O)n(C)c2ccccc12,-0.2,2,1.1,-2,-2.2,-15,3,0.6,-1
CCOC(=O)CC(=O)CSc1nc(-c2cccnc2)cc(C)c1C#N,-0.9,2,0.2,-11,-0.6,6,-5,x,-2
COc1ccccc1OCc1nc(C#N)c(N2CCC(C(N)=O)CC2)o1,-0.7,2,-0.9,4,-2.4,7,-9,x,-1
CC(=O)Nc1ccccc1NC(=O)C/C(C)=N/NC(=O)C1CCCCC1,0.4,2,-0.8,-1,-3.5,5,7,1.5,3
CCN1C(=O)C(CC(=O)Nc2ccc(OC)cc2)N(Cc2cccnc2)C1=S (stereo not drawn),0.6,-13,-0.3,0,-26,-10,3,x,0
COC(=O)c1ccc(CSc2ncnc3ccccc23)o1,0.0,8,1.5,3,-0.1,3,-5,2.3,-5
O=C(Nc1ccc(Cl)cc1)Nc1cc([N+](=O)[O-])ccc1F,0.4,-4,-0.5,4,-5.9,6,1,x,2
